From PubChem BioAssay
Shiga inhibitor = blocks Shiga toxin action in Vero cells; Vero cells, Shiga toxin protein synthesis inhibition reporter; AID 2315; inhibition, % at 38.7 µM; 9.2% of 290,000 active; in the data active means inhibition mostly above about 28%, no sharp cut-off; inactive means mostly below about 43%; further: 0% is about no effect
TbPYK inhibitor = T. brucei pyruvate kinase inhibition; Q57TT1; TbPYK enzyme, Kinase-Glo Plus ATP luminescence, 45 min; Potency, µM (highest dose often 76.8 µM), without a hit: top-dose activity, negative = inhibition, most hits filed as inhibitors; 0.12% of 410,000 active; AID 624173; further: potency means the concentration at half of the fitted maximal effect; on the % scale 0 is the no-effect control and ±100 the full control effect; nearly all actives have a fitted effect of over 50% in size
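Readout: single end-point luminescence (Kinase-Glo Plus, 10 min). Reaction conditions were TbPYK/substrate plus 130 uM ADP, 45 min at RT, pH 7.2 TEA buffer. No-enzyme wells served as controls, and data were normalized before concentration-response fitting.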
LmPK inhibitor = inhibitors of Leishmania mexicana pyruvate kinase. Q27686. purified LmPK, Kinase-Glo ATP luminescence, 1 h. Potency, µM (titrated, usually from 57.5 µM), without a hit: top-dose activity change, negative = inhibition, hits mostly inhibitors. 0.37% of 290,000 active. AID 1721; further: potency means the concentration at half of the fitted maximal effect; on the % scale 0 is the no-effect control and ±100 the full control effect
Target sequence (Q27686 whole entry, looked up): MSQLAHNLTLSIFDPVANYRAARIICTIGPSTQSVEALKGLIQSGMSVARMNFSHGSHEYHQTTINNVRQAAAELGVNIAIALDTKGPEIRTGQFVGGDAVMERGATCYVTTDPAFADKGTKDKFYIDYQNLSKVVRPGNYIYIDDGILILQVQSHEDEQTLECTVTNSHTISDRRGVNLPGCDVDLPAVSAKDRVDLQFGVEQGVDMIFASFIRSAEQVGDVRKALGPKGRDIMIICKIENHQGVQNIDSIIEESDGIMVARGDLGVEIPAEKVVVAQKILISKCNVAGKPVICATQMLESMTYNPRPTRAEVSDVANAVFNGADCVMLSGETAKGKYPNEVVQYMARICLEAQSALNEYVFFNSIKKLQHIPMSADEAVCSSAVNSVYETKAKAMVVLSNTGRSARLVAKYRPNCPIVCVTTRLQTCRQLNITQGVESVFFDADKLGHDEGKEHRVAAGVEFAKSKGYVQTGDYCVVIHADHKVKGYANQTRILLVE
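Purified LmPK (0.1 nM) with 0.5 mM PEP and 0.1 mM ADP in imidazole buffer pH 7.2 with MgCl2/KCl, 1 h at room temperature. ATP formed was read by luciferase luminescence and normalized to no-enzyme and uninhibited controls.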
Pf growth 96h = P. falciparum growth inhibition at 96 hours; P. falciparum luciferase reporter growth, 96 h; Potency, µM (titrated, usually from 28.7 µM), for the others: at the highest dose activity change, negative = inhibition, usual class: inhibitors; 6.9% of 320,000 active; further: potency means the concentration at half of the fitted maximal effect; on the % scale 0 is the no-effect control and ±100 the full control effect
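Compounds incubated with erythrocytes infected by luciferase-expressing P. falciparum (2% hematocrit, 0.05% parasitemia final) for 96 hours, 37 C in 5% CO2. Growth inhibition scored as decreased luciferase luminescence.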
Cycloheximide cs = counter-screen for Shiga toxin inhibitors: cycloheximide protein synthesis inhibition; cell reporter, cycloheximide protein synthesis inhibition counterscreen; max response, %; 12% of 300,000 active; AID 2314; in the data active means max response mostly above about 13%, no sharp cut-off; inactive means mostly below about 14%; further: read at 38.3 µM for the half of the compounds with a filed dose; 0% is about no effect
Pf growth 48h = P. falciparum growth inhibition at 48 hours (one generation) | P. falciparum luciferase growth in erythrocytes, 48 h | AID 504832 | Potency, µM (highest dose often 28.7 µM), for inactives: at the highest dose activity change, negative = inhibition, most hits filed as inhibitors | 5.9% of 310,000 active; further: potency means the concentration at half of the fitted maximal effect; on the % scale 0 is the no-effect control and ±100 the full control effect
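Erythrocytes infected with P. falciparum carrying an integrated firefly luciferase reporter (2% hematocrit, 0.1% parasitemia final) were exposed to compounds in RPMI 1640 with 0.5% Albumax at 37 C, 5% CO2. Growth inhibition was scored as reduced luminescence.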
AmpC inh no detg = inhibitors of E. coli AmpC beta-lactamase without detergent; P00811; AmpC nitrocefin hydrolysis, absorbance 480 nm, 0.0001% Triton; 0.52% of 330,000 active; Potency, µM (top dose mostly 57.1 µM), for the others: at the top dose activity change, negative = inhibition, most hits filed as inhibitors;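 further: potency means the concentration at half of the fitted maximal effect; plate controls were no compound for no effect and no enzyme for full effect; nearly all actives have a fitted effect of over 20% in size; some results filed as inactive show a strong effect at the top dose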
Target sequence (P00811 whole entry, looked up): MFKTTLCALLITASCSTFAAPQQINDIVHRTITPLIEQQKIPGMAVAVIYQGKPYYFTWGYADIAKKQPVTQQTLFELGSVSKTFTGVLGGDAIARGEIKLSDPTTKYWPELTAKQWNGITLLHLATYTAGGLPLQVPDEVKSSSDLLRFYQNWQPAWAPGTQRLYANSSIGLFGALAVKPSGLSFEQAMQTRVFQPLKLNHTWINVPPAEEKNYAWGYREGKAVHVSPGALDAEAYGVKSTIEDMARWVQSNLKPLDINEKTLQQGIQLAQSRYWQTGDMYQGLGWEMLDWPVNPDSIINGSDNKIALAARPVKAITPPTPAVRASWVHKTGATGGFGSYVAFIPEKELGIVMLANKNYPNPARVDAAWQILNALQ
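AmpC (5.3 nM in the dispensed reagent) in 20 mM phosphate pH 7.0 with 0.01% (detergent screen) or 0.0001% Triton X-100 was preincubated with compounds for 15 min at room temperature. Nitrocefin was then added from an 800 uM solution, and hydrolysis was followed at 480 nm.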
* marks the source's active call; other numbers are inactive results; ? = inconclusive; / = not tested or not shown; & = joins results of further samples; [ ] = dose if it differs, or a comment. Unless noted, the call rests on the fitted dose curve; in most records, active means well fitted curve in the direction sought with a large enough effect; inconclusive means small, poorly fitted or top-dose-only effect, or another doubt; inactive means no such curve, though single readings can be large; an effect the other way counts as inactive or inconclusive. Random draw from the library. About 22% of those tested had a hit in this group.

Each structure is followed by: Shiga inhibitor | TbPYK inhibitor | LmPK inhibitor | Pf growth 96h | Cycloheximide cs | Pf growth 48h | AmpC inh no detg
- COc1ccccc1Cn1nnc2c(=O)[nH]c(C3CCN(C(=O)c4ccc(C)cc4)CC3)nc21
    -4.3 | -4.7% | 6.5% | 38.2%[activator] | 20.2 | ? | 80.1%[activator]
- Cc1c(C(=O)Nc2ccc(Cl)cc2)c2ccccn2c1C(=O)c1ccc([N+](=O)[O-])cc1
    -13.7 | -1.6% | -1.4% | -0.7% | -6.1 | / | -5.5%
- O=[N+]([O-])c1ccc2nc(/C=C/c3ccc(Cl)cc3)[nH]c2c1
    153.2* | -1.9% | 4.4% | 8.28µM* | 60.0* | 8.28µM* | ?
- CCOC(=O)c1cnc2c(C)cc(Cl)cc2c1N1CCN(C)CC1
    -13.2 | 3.1% | -7.1% | ? | -3.8 | / | 46.1%
- C(=C\c1ccccn1)/c1ccncc1
    77.8* | -1.1% | -26.7% | 95.7%[activator] | 21.5* | 53.6%[activator] | -13.3%
- CCN(CC)S(=O)(=O)c1ccc(OCCNS(C)(=O)=O)cc1
    -12.3 | ? | 0.2% | 10.3% | -2.2 | -6.8% | 1.5%
- CC(C)Cc1cc(C(=O)N2CCCC(C(=O)c3cc(F)ccc3F)C2)n(C)n1 (centres undefined)
    18.4 | 5.0% | -0.5% | ? | -4.6 | 9.4% | 107.2%[activator]
- Cc1cc(C)nc(NN=C2CCCC2)n1
    12.0 | 1.8% | -2.7% | ? | 5.3 | 11.7µM* | -20.6%
- CCc1cc(C(c2ccc(F)cc2)N2CCOCC2)c(NC(=O)c2ccccc2)s1 (centres undefined)
    21.1 | 3.0% | -0.2% | 72.4%[activator] | 15.9 | ? | -31.2%
- O=C1N(c2cccc3ccccc23)C(c2ccccc2)N2CCCN12 (centres undefined)
    -4.2 | 2.5% | 0.9% | ? | -1.6 | -9.6% | -10.2%
- CC(=O)Oc1ccc(Cl)cc1/C=C/c1ccc2ccccc2n1
    75.8* | 2.5% | 0.3% | ? | 37.4* | 2.62µM* | -17.6%
- Cc1nn(-c2ccc(N3CCCCC3)nn2)c(C)c1CCC(=O)Nc1ccc(F)cc1
    55.4* | 4.2% | 11.0% | ? | 33.7* | 16.4% | 33.5%
- O=S(=O)(NCc1ccccn1)c1ccc(F)cc1
    -7.7 | 3.6% | -1.7% | -12.7% | -2.7 | -2.7% | -10.3%
- O=C1CSC2(C(=O)N3CCCc4cccc2c43)N1c1cccc(C(F)(F)F)c1 (centres undefined)
    -15.7 | 1.2% | -0.2% | -4.2% | -2.4 | ? | 54.6%
- Cc1ccc(C(=O)Nc2cccc(-c3cnc4ccccc4n3)c2)cc1
    -2.8 | -13.0% | 4.3% | 6.7% | 12.0 | 0.4% | -19.7%
- COc1ccc(NC(=O)c2ccc(-c3ccc([N+](=O)[O-])cc3)o2)cc1OC
    8.5 | -3.8% | -3.6% | 6.3% | -2.7 | -12.8% | 14.9%
- C=CCn1c(=O)c2ccccc2n2c(SCC(=O)N3CCCc4ccccc43)nnc12
    -10.3 | -3.2% | 2.6% | -7.9% | -2.7 | 6.8% | -13.1%
- O=C(O/N=C(/c1ccccc1)c1ccncc1)c1ccc(F)cc1
    -4.1 | 3.3% | -1.5% | 22.8% | -7.1 | ? | -1.9%
- COc1ccc(/C=N/NC(=O)CNC(=O)c2ccncc2)cc1OC
    -5.1 | 3.7% | -1.5% | ? | 9.8 | 0.2% | 0.4%
- O=C(Cc1ccccc1)Nc1ccc(C(=O)Nc2ccc(O)cc2)cc1
    -7.6 | -4.5% | 1.0% | 23.4% | -4.2 | 44.0%[activator] | 1.4%
- CC(=O)Nc1ccc2c(c1)C(=O)N(C1CCCCC1)C2=O
    -5.3 | -7.9% | 0.4% | -11.0% | -1.9 | 12.3% | -20.0%
- c1ccn2c(SCc3cn4ccsc4n3)nnc2c1
    54.1* | -6.0% | -7.0% | / | 40.4* | 198.5%[activator] | ?
- Cn1c(SCC(=O)NCc2ccc(F)cc2)nc2ccccc21
    -16.2 | 3.8% | 4.5% | 1.7% | -5.7 | 4.8% | -6.8%
- CC(C)CC(=O)Nc1ccccc1N1CCN(C(=O)c2ccccc2)CC1
    -1.7 | 3.2% | 0.9% | -1.5% | -1.1 | ? | 0.2%
- CCC(NC(=O)Cn1cnc2c(=O)n(C)c(=O)n(C)c21)c1ccccc1 (centres undefined)
    -0.9 | 1.8% | -0.5% | / | -2.9 | -27.5% | -13.8%
- CCn1c(=O)c(C(=O)NCCc2ccccc2)c(O)c2ccccc21
    -1.6 | 9.2% | 0.6% | 12.8% | 1.0 | ? | -6.2%
- CCOc1ccc(-n2c(SCC(=O)Nc3ccccc3C)n[nH]c2=O)cc1
    -23.8 | -10.4% | -0.3% | ? | -2.6 | ? | -18.3%
- CCn1c(SCC(=O)NC2CCCc3ccccc32)nnc1-c1ccncc1 (centres undefined)
    -6.6 | 2.1% | 0.4% | 33.1%[activator] | -2.2 | 21.7% | -8.7%
- COc1ccc2c(=O)cc(-c3cccnc3)oc2c1OC
    -9.4 | -1.3% | -8.8% | -18.1% | -3.3 | 2.3% | -12.7%
- O=C(c1cc2c(ccc3ccccc32)o1)N1CCN(c2ncc(C(F)(F)F)cc2Cl)CC1
    -3.3 | 1.1% | 5.6% | / | -5.4 | -1.0% | -16.0%
- CCc1ccc(-n2ccc(=O)c(C(=O)O)n2)cc1
    3.0 | -2.8% | -6.5% | 35.8%[activator] | -1.0 | 17.6% | -16.0%
- COc1ccc(C)cc1N(C(=O)c1cccc(F)c1)c1nc2ccccc2s1
    -4.1 | -2.5% | -1.2% | ? | -1.0 | ? | -12.9%
- COc1ccc(/C=N/n2c(C)nc3ccccc3c2=O)cc1
    38.4 | 2.0% | 1.0% | 66.7%[activator] | -1.6 | 48.9%[activator] | -8.7%
- C=CCN1C(=O)CSC1=Nc1ccc(O)cc1
    16.1 | -6.8% | 1.7% | / | -4.0 | -17.6% | -26.6%
- CCCCOc1ccc(/C(O)=C2/C(=O)C(=O)N(CCN(C)C)C2c2ccc(O)c(OC)c2)cc1 (centres undefined)
    13.6 | 8.2% | 7.2% | 19.6% | 4.4 | 0.0% | -8.5%
- Cc1cccc(CN2CCN(CC(=O)N3CCCC3)C2=O)c1
    -15.0 | 1.0% | -6.2% | ? | -2.4 | / | -9.3%
- COC(=O)C1=CN(CC2CCCO2)C=C(C(=O)OC)C1c1cccc(O)c1 (centres undefined)
    -3.8 | -22.5% | 0.1% | 56.9% | -1.5 | -7.0% | -9.6%
- CCCCn1c(=NC(=O)c2cccnc2)c(C(=O)OCC)cc2c(=O)n3ccccc3nc21
    -6.7 | 3.4% | 1.0% | ? | -1.4 | -8.9% | -24.8%
- CCC(=O)N1CCc2cc(S(=O)(=O)NCCC(=O)Nc3cc(C)cc(C)c3)ccc21
    14.0 | 0.4% | 1.5% | 41.4%[activator] | -3.0 | ? | -3.1%
- Oc1ccc2c(c1)C1CCCC1(N1CCOCC1)O2 (centres undefined)
    9.9 | -7.9% | 0.2% | ? | 9.0 | 12.6% | -27.5%
- Cc1cc(C(=O)COC(=O)c2ccc(N)c([N+](=O)[O-])c2)c(C)n1-c1ccc2c(c1)OCO2
    12.9 | 0.0% | -0.1% | 4.65µM* | 1.5 | 13.1µM* | -28.0%
- CCOCCn1c(CN2CCCCC2)nc2c1c(=O)n(C)c(=O)n2C
    -1.3 | -0.7% | -8.2% | 11.7% | -1.4 | -9.2% | -0.2%
- O=C(NCCc1ccccc1)C1CCN(S(=O)(=O)c2ccc(-c3nn[nH]n3)cc2)CC1
    3.9 | -1.4% | 2.3% | 49.8%[activator] | 3.6 | -16.1% | -28.0%
- COCCCNC(=S)N1CCCN(c2nc3cc(C)ccc3cc2C#N)CC1
    -4.1 | -9.2% | 1.2% | 1.3% | 1.4 | ? | 192.6%[activator]
- COc1ccc(S(=O)(=O)N=C2C=C(C)C(=O)C(C)=C2)cc1
    -15.5 | -3.5% | -7.2% | ? | -2.5 | ? | -39.1%
- Cc1ccc2c(CC(=O)OCC(=O)Nc3ccc(Cl)cn3)coc2c1
    -3.1 | 1.8% | 4.7% | 24.9% | 6.2 | 0.5% | 7.3%
- Cn1c(CNc2ccccc2)cc(=O)n(C)c1=O
    -6.0 | 10.3% | -1.1% | -8.8% | -5.6 | -1.3% | -6.0%
- COc1cccc(-n2cn[nH]c2=S)c1
    -13.2 | ? | -4.5% | 43.1%[activator] | 5.5 | 16.5% | -12.9%
- N#Cc1c(SCC(=O)O)nc(N2CCCCC2)c2c1CCCC2
    -4.4 | -3.3% | -4.1% | 3.2% | -3.5 | -8.6% | -23.1%
- O=C(NC1(C(F)(F)F)NC(=O)N(C2CCCC2)C1=O)C1CC1 (centres undefined)
    -13.4 | -0.7% | 3.0% | 6.1% | 4.4 | -7.1% | -2.9%

More compounds
Each structure is followed by: Shiga inhibitor | TbPYK inhibitor | LmPK inhibitor | Pf growth 96h | Cycloheximide cs | Pf growth 48h | AmpC inh no detg
- Cc1cc(CN2CCC(n3nccc3NC(=O)c3ccccc3Cl)CC2)cc(C)c1O
    -3.5 | -2.2% | 1.6% | 8.6% | -2.4 | 10.4µM* | -4.1%
- COc1ccc(CCNC(=O)c2ccc3c(c2)OCO3)cc1
    62.1 | 3.9% | 3.8% | -2.5% | 27.3* | 32.4%[activator] | -13.4%
- Cc1sc2c(c1C)c(=O)n(-c1ccccc1)c1nnc(C)n21
    -3.9 | -11.8% | -6.2% | 70.4%[activator] | 1.4 | -0.8% | -11.8%
- COc1ccccc1CNC(=O)CCS(=O)(=O)c1ccc2c(c1)CCN2C(C)=O
    0.8 | 0.6%&-8.2% | -0.6% | ? | -4.6 | ? | 3.4%
- COc1ccc(OC)c(-c2cc(C(=O)Nc3cc(C)on3)no2)c1
    -19.6 | -2.7% | 2.0% | 87.2%[activator] | 5.4 | ? | -10.2%

Pulled by compound from the entries so far, four records:
Each structure is followed by: Shiga inhibitor | TbPYK inhibitor | LmPK inhibitor | Pf growth 96h | Cycloheximide cs | Pf growth 48h | AmpC inh no detg
- Cc1sc2c(c1C)c(=O)n(-c1ccccc1)c1nnc(C)n21
    -3.9 | -11.8% | -6.2% | 70.4%[activator] | 1.4 | -0.8% | -11.8%
- COc1ccc(CCNC(=O)c2ccc3c(c2)OCO3)cc1
    62.1 | 3.9% | 3.8% | -2.5% | 27.3* | 32.4%[activator] | -13.4%
- Cc1cc(CN2CCC(n3nccc3NC(=O)c3ccccc3Cl)CC2)cc(C)c1O
    -3.5 | -2.2% | 1.6% | 8.6% | -2.4 | 10.4µM* | -4.1%
- COc1ccccc1CNC(=O)CCS(=O)(=O)c1ccc2c(c1)CCN2C(C)=O
    0.8 | 0.6%&-8.2% | -0.6% | ? | -4.6 | ? | 3.4%
